Bioassay records: PubChem BioAssay, National Center for Advancing Translational Sciences (NCATS)
AID inhibitor: blocks human AID cytidine deaminase activity; Q9GZX7; AID deamination FRET fluorescence, UDG-coupled, 4 h; Potency, µM (top dose mostly 115 µM), for inactives: at the highest dose activity change, negative = inhibition, actives largely listed as inhibitors; 91,000 tested, 0.32% active; AID 1347428; note: nearly all actives have a fitted effect of over 25% in size
Target sequence (Q9GZX7 whole entry, looked up): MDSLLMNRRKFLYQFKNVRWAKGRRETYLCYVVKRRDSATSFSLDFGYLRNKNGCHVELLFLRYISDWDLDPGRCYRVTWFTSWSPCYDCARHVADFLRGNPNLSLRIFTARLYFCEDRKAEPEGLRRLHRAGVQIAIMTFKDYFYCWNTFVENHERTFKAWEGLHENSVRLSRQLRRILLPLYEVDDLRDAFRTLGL
UDG counterscr: blocks uracil-DNA glycosylase in AID counter-screen; FRET deamination/UDG coupled assay, UDG read, 4 h; Potency, µM (titrated, usually from 115 µM), without a hit: top-dose activity change, negative = inhibition, most hits filed as inhibitors; 91,000 tested, 0.14% active; AID 1347430; note: nearly all actives have a fitted effect of over 65% in size
The depositor's hits bear a star; ? = inconclusive; [ ] = remark or other dose. Calls come from the whole dose curve; as a rule, active = well fitted curve in the direction sought with a large enough effect; inconclusive = small, poorly fitted or top-dose-only effect, or another doubt; inactive = no such curve, though single readings can be large; an effect the other way counts as inactive or inconclusive. % is set by controls: 0 for no effect and ±100 for the full control effect; potency is the fitted concentration of half-maximal effect. A portion of the library; the hit share may differ from the screen's.

SMILES	AID inhibitor	UDG counterscr
COc1cccc(CNC(=O)C(Cc2ccccc2)NS(=O)(=O)c2ccc3c(c2)CCN3C(C)=O)c1 (stereo not drawn)	-20%	?
CN1C(=O)c2ccccc2Sc2ccc(NC(=O)N3CCN(c4cccc(Cl)c4)CC3)cc21	?	-27%
CCC(C)NC(=O)Cn1c(=O)n(-c2cc(OC)cc(OC)c2)c(=O)c2ccccc21 (stereo not drawn)	10%	-8%
O=C(Cn1ncc2c3ccccc3n(Cc3ccccc3F)c2c1=O)NCCc1ccc(Cl)cc1	-2%	-3%
O=C(OCCOc1ccccc1)c1ccccc1C(=O)c1ccc(Cl)cc1	1%	8%
COc1cc(OC)cc(C(=O)Nc2ccc3oc(-c4ccccc4Cl)nc3c2)c1	-11%	10%
Cc1ccc(-c2ccc(/C=C/C(=O)c3ccccc3)o2)cc1Cl	-3%	-8%
CCCn1c(=O)c2c(nc(-n3nc(C)cc3C)n2CC)n(C)c1=O	2%	7%
CC(=O)c1cccc(NC(=O)Nc2c(C)n(C)n(-c3ccccc3)c2=O)c1	19%	-1%
CC1CCc2c(sc(NC(=O)c3ccc(Cl)cc3Cl)c2C#N)C1 (stereo not drawn)	13%[57.5 µM]	5%[57.5 µM]

Two entries picked at random from those above, as already listed:
SMILES	AID inhibitor	UDG counterscr
Cc1ccc(-c2ccc(/C=C/C(=O)c3ccccc3)o2)cc1Cl	-3%	-8%
COc1cc(OC)cc(C(=O)Nc2ccc3oc(-c4ccccc4Cl)nc3c2)c1	-11%	10%

Remaining list, next part
SMILES	AID inhibitor	UDG counterscr
CCCCn1c(=O)[nH]c(=O)c2c1nc(COC(=O)c1cc(C)cc(C)c1)n2CCC	-28%	-2%
CC(C)(C)c1cc(Oc2cc(C(C)(C)C)cc(C(C)(C)C)c2O)c(O)c(C(C)(C)C)c1	-18%	-10%
c1cc2c(cc1-c1csc(C3CC3)n1)OCCCO2	-9%	-2%
COc1cccc(NC(=O)CCc2c(C)c3ccc(OC)c(C)c3oc2=O)c1	-2%	3%
CCOc1ccc(CNC(=O)c2cc3c(s2)-c2ccccc2OC3)cc1	-7%	-1%
CC1Cc2cc(S(=O)(=O)N3CCN(c4ccccc4F)CC3)ccc2N1C(=O)C1CCC1 (stereo not drawn)	-21%	?
C/C(=N/Nc1ccc(S(N)(=O)=O)cc1[N+](=O)[O-])c1cccc(C(F)(F)F)c1	0%	0%
Clc1ccccc1-c1nc(N2CCCC2)c2ccccc2n1	-4%	0%
COc1ccc(NC(=O)CN(C)S(=O)(=O)c2ccc(C(=O)N3CCOCC3)s2)cc1	10%	2%
CCOCCCNC(=O)c1cc2cc(S(=O)(=O)N(C)C)ccc2n1CC	-9%	-3%

The final two compounds of the section above come first, to join the parts:
SMILES	AID inhibitor	UDG counterscr
COc1ccc(NC(=O)CN(C)S(=O)(=O)c2ccc(C(=O)N3CCOCC3)s2)cc1	10%	2%
CCOCCCNC(=O)c1cc2cc(S(=O)(=O)N(C)C)ccc2n1CC	-9%	-3%
C/C=C/C=C/C(=O)Nc1ccc(C(C)(C)C)cc1	2%	4%
CCCOc1ccc(C(=O)Nc2cccc(NC(=O)c3cccc(Cl)c3)c2)cc1	-5%[57.5 µM]	4%[57.5 µM]
COC(=O)c1ccc(C2c3c(oc4ccccc4c3=O)C(=O)N2c2nc(C)c(C(=O)OC)s2)cc1 (stereo not drawn)	15%[57.5 µM]	3%[57.5 µM]
Cc1ccccc1CN1C(=O)c2ccccc2Sc2ccc(C(=O)OCc3ccco3)cc21	144%[activator]	7%
CCN1CCOC(=O)C1CC(=O)Nc1cc(Cl)ccc1OC (stereo not drawn)	9%	0%
O=C(COCc1cc(-c2cccs2)on1)NCc1cccc(Cl)c1	-20%	16%
CCc1ccc(C(=O)c2c(N)c(-c3nc4ccccc4[nH]3)c3ccccn23)cc1	-11%	-16%
COc1ccc(CCNC(=O)CSc2ccc(-c3ccccn3)nn2)cc1	-1%	1%
Cc1nc2scc(C)n2c(=O)c1S(=O)(=O)NCc1ccccc1Cl	2%	0%
COc1cc(/C=C2/NC(=O)NC2=O)cc(Br)c1OCc1cccc(F)c1	0%	3%
N#CC1=C(N)OC2=C(C(=O)CCC2)C1c1ccc(-c2ccccc2)o1 (stereo not drawn)	8%	-9%
CC(=O)c1cccc(NC(=O)Cn2c(=O)oc3cc(S(=O)(=O)NCc4ccccc4)ccc32)c1	3%	-25%
Cc1ccc(-c2nc(Nc3ccc(O)cc3)c3ccccc3n2)cc1	-9%	-10%
CCN(CC)C(CNS(=O)(=O)c1ccc(C#N)cc1)c1ccsc1 (stereo not drawn)	3%	-5%
Cc1ccccc1C(=O)Nc1ccc(C(=O)OCc2cc(=O)n3nc(C4CC4)sc3n2)cc1	7%	-5%
CCc1ccc(C(=O)NC(Cc2c[nH]c3ccccc23)C(=O)OCC(=O)c2ccc(Br)cc2)cc1 (stereo not drawn)	51%[activator]	14%
COc1ccc(Cl)cc1NC(=O)c1nc2ccccc2nc1N1CCCC1	-3%	10%
Cc1nn(C(=O)c2ccccc2)c(C)c1Sc1ccc(Cl)cc1	?	-17%
Nc1nc(CN2CCN(C(=O)CNC(=O)c3ccc(OC(F)F)cc3)CC2)nc2ccccc12	3%	-2%
CC1CCN(S(=O)(=O)c2ccc3c(c2)N(CC(=O)NC(C)c2ccccc2)C(=O)CS3)CC1 (stereo not drawn)	2%	-5%

Next part, starting with the last 4 of the part before.
SMILES	AID inhibitor	UDG counterscr
COc1ccc(Cl)cc1NC(=O)c1nc2ccccc2nc1N1CCCC1	-3%	10%
Cc1nn(C(=O)c2ccccc2)c(C)c1Sc1ccc(Cl)cc1	?	-17%
Nc1nc(CN2CCN(C(=O)CNC(=O)c3ccc(OC(F)F)cc3)CC2)nc2ccccc12	3%	-2%
CC1CCN(S(=O)(=O)c2ccc3c(c2)N(CC(=O)NC(C)c2ccccc2)C(=O)CS3)CC1 (stereo not drawn)	2%	-5%
COc1cc(C=O)ccc1OC(=O)c1cccs1	-2%	5%
Cc1ccc(Cl)cc1N1CCN(C(=O)CN2C(=O)CSc3c2c(C)nn3-c2ccccc2)CC1	11%	8%
CCc1nn(CC(=O)NCCc2ccc(OC)cc2OC)c(=O)c2cc3sccc3n12	0%	-2%
Cc1oc(-c2ccccc2)nc1C(=O)OC(C)C(=O)N(C)C1CCCCC1 (stereo not drawn)	2%	2%
O=C(COc1ccccc1)N(Cc1cccnc1)c1nc2c(F)cccc2s1	3%	-24%
CCc1ccc(NS(=O)(=O)c2cc(Br)cc3c2N(C(C)=O)CC3)cc1	-4%	-13%
COc1ccc(CNC(=O)CCc2c(C)nn(-c3ccc(N4CCOCC4)nn3)c2C)cc1	31%[activator]	-18%
CCc1ccc(CNc2ncnc3onc(-c4ccc(Cl)cc4)c23)cc1	-18%	-5%
Cc1cc(Cl)ccc1NC(=O)CCCn1nc(C)c2c(C)n(-c3ccccc3)nc2c1=O	-1%	-2%
N#CCCCSc1ccc(C(F)(F)F)cn1	0%	2%

One compound at a time (already shown).
Cc1oc(-c2ccccc2)nc1C(=O)OC(C)C(=O)N(C)C1CCCCC1 (stereo not drawn) in the list: AID inhibitor = 2%; UDG counterscr = 2%
CCc1nn(CC(=O)NCCc2ccc(OC)cc2OC)c(=O)c2cc3sccc3n12 in the list: AID inhibitor = 0%; UDG counterscr = -2%

More entries follow:
SMILES	AID inhibitor	UDG counterscr
O=C(Cn1nc(-c2ccc(F)cc2)ccc1=O)N1CCc2ccccc2C1	-6%	0%
CC(=O)N(c1cccc(C(F)(F)F)c1)c1nc(CSc2nnc(C3CC3)n2C2CC2)cs1	-12%	-12%
COc1ccc(NC(=O)c2sc3nc(C(F)(F)F)cc(C)c3c2N)cc1OC	45%[activator]	-24%
CCOC(=O)C1CCN(Cc2cc(=O)oc3c(C)cc(C)cc23)CC1	-7%	-2%
Cn1ccc2c(OCC(=O)NCc3ccccc3Cl)cccc2c1=O	26%	19%
CCc1ccc(CNC(=O)c2ccc(CS(=O)(=O)Cc3ccccc3C)o2)cc1	14%	1%
Cc1cccc(CSc2ncc(Cl)c(C(=O)Nc3sc4c(c3C#N)CCCC4)n2)c1	-2%	6%
CCOC(=O)C1CCCN(C(=O)Cn2nc(C)n3c(cc4c(OC)cccc43)c2=O)C1 (stereo not drawn)	-4%	-9%
CC1C(=O)Nc2ccc(S(=O)(=O)NCc3ccc(N(C)C)cc3)cc2NC1=O (stereo not drawn)	174%	-2%[57.5 µM]
CCOC(=O)C(C#N)=C1SC(C(=O)OCC)C(C(=O)OCC)S1 (stereo not drawn)	-2%	0%
CCOc1ccc(-c2nc(C#N)c(NCCN3CCOCC3)o2)cc1	0%	-5%
O=C(CSc1nnc2scc(-c3ccccc3)n12)Nc1ccc(Cl)cc1	-2%	12%
COC(=O)c1c(NC(=O)c2nc(SCc3ccc(C)cc3)ncc2Cl)sc2c1CCCC2	23%	8%
COc1cc(NC(=O)Cc2noc3ccccc23)cc(OC)c1OC	?	-13%
C[C@](N)(Cc1ccc(O)c(O)c1)C(=O)O	0%	0%
O=C1CCc2cc(-c3csc(NC4CC4)n3)ccc2N1	7%	2%
COC(=O)c1c(-c2cccs2)csc1NC(=O)c1ccc(Br)cc1	44%[activator]	13%
CC(OC(=O)c1n[nH]c(=O)c2ccccc12)C(=O)Nc1cc(F)ccc1F (stereo not drawn)	1%	3%
O=C(NC1CCCCC1)C1CC=CCC1c1nc2ccccc2s1 (stereo not drawn)	-3%	-7%
COC(=O)c1c(N)n(-c2cc(Cl)cc(Cl)c2)c2nc3ccccc3nc12	89%[activator]	-2%
O=C(CSc1nnc(CNC(=O)c2c(F)cccc2Cl)o1)Nc1cccc(F)c1	18%	?
COc1ccc(OC)c(Nc2nc(-c3ccc(C)cc3)nc3ccccc23)c1	-19%	-8%
O=C(c1ccco1)N(Cc1cccnc1)c1nc2ccc(F)cc2s1	2%	2%
Cc1ccc(NC(=O)c2oc3ccccc3c2NC(=O)Cc2cccs2)cc1	11%	-4%
COc1ccccc1-c1cc2nc(C)c(CCC(=O)NC3CCCCC3)c(C)n2n1	3%	8%
COCCCNC(=O)Cn1c(=O)n(-c2ccc(C)cc2)c(=O)c2c1c1cc(C)ccc1n2C	6%	-2%[57.5 µM]
Cc1ccc(-c2nn(C)c(=O)c3c2CCCC3)cc1S(=O)(=O)N1CCCCCC1	-29%	-12%
Nc1nccnc1C(=O)NCC1CCOC1 (stereo not drawn)	-4%	-5%
CCOCCn1ccc2c(OCC(=O)Nc3ccc(OC(F)(F)F)cc3)cccc2c1=O	18%	27%
COn1c(=O)c(C)[n+]([O-])c2ccccc21	5%	3%
COc1ccccc1C(=O)Nc1ccc2nc(SCCOc3ccccc3C)sc2c1	4%	?
S=C(Nc1ccc(Cl)cc1Cl)NC1CC1	-2%	3%
COc1ccccc1NC(=O)CSc1nnc(-c2cccc(Cl)c2)o1	-19%	10%
C/C(=N/NC(=S)NCc1ccccc1)c1cccc(C(F)(F)F)c1	-3%	3%
Cc1ccccc1NC(=O)Nc1ccc2nc(N3CCN(C)CC3)cc(C)c2c1	-2%	?
COC(=O)CNC(=O)c1cc(C)cc(C)c1	-3%	-1%
COc1ccc(NC(=O)Cn2c(=O)oc3cc(S(=O)(=O)NCc4ccccc4)ccc32)c(OC)c1	6%	?
Cc1ccc(NC(=O)CSC2=NS(=O)(=O)c3ccccc3N2Cc2ccccc2)c(Cl)c1	0%	1%
Cc1cccc(N/N=C/c2ccc(Br)cc2)c1	-2%	3%
Cc1ccc(/C=N\NC(=O)c2ccc(C)cc2)cc1	-3%	-1%
CN(Cc1ccccc1C#N)Cc1ccccc1N1CCCCC1	-7%	-6%
CCCc1cc(=O)oc2c3c(ccc12)OCN(Cc1ccc(OC)cc1)C3	17%	10%
CCCCOCCCNC(=O)c1ccc2nc(C)c(C)nc2c1	-4%	-10%
CC1CCC(NC(=O)c2csc3c2CCCCC3)CC1 (stereo not drawn)	-4%	-12%
CCCCOc1ccc(NC(=O)CC)c2cccnc12	0%	-20%
COc1cc(C(=O)NCCc2csc(-c3ccccn3)n2)cc(OC)c1OC	4%	-3%
Fc1ccc(CCNC(=S)NC2CCCC2)cc1	3%	2%
CC(C(=O)NC(=O)NC12CC3CC(CC(C3)C1)C2)n1cnc2c1c(=O)n(C)c(=O)n2C (stereo not drawn)	-6%	-2%
CC(C)(C)C1CCc2onc(C(=O)Nc3sc4c(c3C#N)CCCC4)c2C1 (stereo not drawn)	11%	10%
Cc1oc(-c2ccc(Cl)cc2)nc1CSCC(=O)NCc1ccccc1Cl	-10%	3%

The listing continues.
SMILES	AID inhibitor	UDG counterscr
CC(C)(C)C(=O)NCCSCc1ccsc1	5%	2%
CN(Cc1ccccc1)C(=O)CSc1nc2ccsc2c(=O)n1-c1ccc(F)cc1	-22%	-9%[57.5 µM]
CCCCNC(=O)c1ccc2nc[nH]c2c1	-6%	-10%
COCCNC(=O)COc1cc(O)c2c(=O)cc(-c3ccccc3)oc2c1	1%	0%
CCOC(=O)c1c(C)[nH]c(C)c1S(=O)(=O)N1CCC(C(=O)N2CCN(c3ccccc3)CC2)CC1	0%	24%
CCn1nc(C(=O)Nc2nc(-c3ccc(NC(C)=O)cc3)cs2)c2ccccc2c1=O	17%	1%
CCOCCn1ccc2c(OCC(=O)Nc3cccc([N+](=O)[O-])c3)cccc2c1=O	0%	-14%
Cc1ccc(-n2ncc(C(=O)NC3CCN(Cc4ccccc4)CC3)c2C2CCN(C(=O)OC(C)(C)C)CC2)cc1C	?	41%[activator]
COc1ccc(-c2[nH]nc3c2C(c2ccc4c(c2)OCO4)CC(=O)O3)cc1 (stereo not drawn)	-14%	-3%
COCCn1c(C)cc(C(=O)C(=O)Nc2nnc(COc3ccc(C)c(C)c3)s2)c1C	-1%	9%
CC(C)CCNC(=O)NC(=O)COC(=O)CCCc1c[nH]c2ccccc12	4%	5%
O=C(Cn1c(=O)n(-c2ccc(F)cc2)c(=O)c2sc3ccccc3c21)NC1CCCCC1	9%	-2%
